a7 integrin act – qHTS for Activators of Integrin-Mediated Alleviation for Muscular Dystrophy. alpha7betagal myoblasts, beta-gal FDG fluorescence, 48 h. Potency, µM (doses to about 38.3 µM), without a hit: top-dose activation, hits mostly activators. actives 0.064% (n = 350,000). AID 624291, 2012;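 also: potency is read from the fitted curve at half-maximal effect; 100% = response of the positive control SU9516; nearly all actives have a fitted effect of over 60% in size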
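alpha7betagal+/- myoblasts (passage 13, 250/well) treated 48 h at 37C with compounds at 1:260 dilution of DMSO stock. Lysed, then beta-galactosidase activity read as FDG fluorescence (ex 480/em 540) after 30 min, with pre-read for autofluorescence.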
Eya2 phos inh – qHTS Assay for Inhibitors of the Phosphatase Activity of Eya2; Protein phosphatase EYA2 (Homo sapiens), O00167; recombinant Eya2, OMFP fluorescence dephosphorylation (OMFP is methylfluorescein phosphate); Potency, µM (highest dose often 76.9 µM), for the others: top-dose activity, negative = inhibition, most hits filed as inhibitors; actives 0.006% (n = 330,000); also: potency is read from the fitted curve at half-maximal effect; % is scaled to controls: 0 for no effect and ±100 for the full control effect
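Eya2 (0.2 uM) preincubated 10 min at ambient with compound, then OMFP substrate added at 50 uM; 10 min reaction in 50 mM HEPES pH 7.5, 50 mM NaCl, 5 uM MgCl2, 0.05% BSA, 1 mM DTT. Fluorescence read at Ex 485/Em 525 nm.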
USP2a inh – qHTS Assay for Inhibitors of Ubiquitin-specific Protease USP2a Using CHOP2 as the Reporter | USP2 core, Ub-CHOP2 coupled fluorogenic reporter, 485/531 | Potency, µM (titrated, usually from 38.3 µM), for the others: top-dose activity change, negative = inhibition, actives largely listed as inhibitors | actives 0.01% (n = 330,000);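 also: potency is read from the fitted curve at half-maximal effect; plate controls were DMSO wells for no effect and full inhibition by NEM control for full effect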
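Deubiquitinase activity read as fluorescence (485/531 nm) after Ub-CHOP2 cleavage activates the enterokinase reporter on its substrate; USP2 core 10nM, Ub-CHOP2 and substrate 25nM each, 30min compound preincubation then 60min RT; data normalized to NEM, curves fitted.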
S-ASM inh – Inhibitors of Secretory Acid Sphingomyelinase (S-ASM): qHTS. Sphingomyelin phosphodiesterase (Homo sapiens), P17405. placental ASM, HMU-PC fluorogenic substrate, 60 min. Potency, µM (titrated, usually from 57.5 µM), inactives show top-dose activity change, negative = inhibition, hits mostly inhibitors. actives 0.006% (n = 340,000). AID 504937, 2011; also: potency is read from the fitted curve at half-maximal effect
Target sequence (P17405 47-631 limits assumed): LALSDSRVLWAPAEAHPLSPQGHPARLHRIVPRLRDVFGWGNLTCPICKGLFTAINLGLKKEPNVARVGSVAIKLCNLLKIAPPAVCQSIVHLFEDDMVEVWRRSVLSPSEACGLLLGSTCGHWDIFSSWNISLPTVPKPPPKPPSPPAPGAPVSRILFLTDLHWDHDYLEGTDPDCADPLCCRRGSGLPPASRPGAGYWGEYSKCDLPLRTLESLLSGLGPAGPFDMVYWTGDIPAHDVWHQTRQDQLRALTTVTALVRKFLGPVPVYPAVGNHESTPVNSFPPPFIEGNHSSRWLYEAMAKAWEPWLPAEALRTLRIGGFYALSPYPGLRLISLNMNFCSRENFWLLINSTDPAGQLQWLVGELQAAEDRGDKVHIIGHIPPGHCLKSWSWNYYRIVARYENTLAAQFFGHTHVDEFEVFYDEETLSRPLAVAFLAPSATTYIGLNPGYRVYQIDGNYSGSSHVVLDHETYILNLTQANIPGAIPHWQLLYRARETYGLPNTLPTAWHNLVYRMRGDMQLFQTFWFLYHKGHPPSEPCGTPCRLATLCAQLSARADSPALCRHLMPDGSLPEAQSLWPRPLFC
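Human placenta-derived ASM enzyme was preincubated with compound for 10 minutes at room temperature, then given fluorogenic substrate HMU-PC0 (9 uM final) for 60 minutes at 37 °C; a pH 10 stop preceded fluorescence reading at Ex 386/Em 447 nm.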
BRCA1 expr up – qHTS Assay to Identify Small Molecule Activators of BRCA1 Expression | actives 1.1% (n = 380,000) | MCF7-BRCA1-FFLuc reporter, luminescence, 48 h; response scale: scaled: vehicle 0%, 10 µM genistein 100% | Potency, µM (doses to about 46.1 µM), without a hit: at the highest dose activation, actives largely listed as activators; also: potency is read from the fitted curve at half-maximal effect; nearly all actives have a fitted effect of over 80% in size; some results filed as inactive show a strong effect at the top dose
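Luminescence from a BRCA1-driven firefly luciferase in MCF7 cells was read after 48 h compound exposure at 37 C. Data normalized against DMSO and a 10microM genistein activation control, then curve-fitted across the titration.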
B2AR arrestin – qHTS assay of beta-arrestin-biased ligands of beta2-adrenergic receptor | Beta-2 adrenergic receptor (Homo sapiens), P07550 | beta-arrestin recruitment to beta2AR, cell-based reporter | Potency, µM (highest dose often 46.1 µM), for inactives: at the top dose activation, usual class: activators | actives 0.02% (n = 330,000);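 also: potency is read from the fitted curve at half-maximal effect; 0% = DMSO controls and full agonism = EC100 isoproterenol or metaproterenol; nearly all actives have a fitted effect of over 65% in size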
Target sequence (P07550 whole entry, looked up): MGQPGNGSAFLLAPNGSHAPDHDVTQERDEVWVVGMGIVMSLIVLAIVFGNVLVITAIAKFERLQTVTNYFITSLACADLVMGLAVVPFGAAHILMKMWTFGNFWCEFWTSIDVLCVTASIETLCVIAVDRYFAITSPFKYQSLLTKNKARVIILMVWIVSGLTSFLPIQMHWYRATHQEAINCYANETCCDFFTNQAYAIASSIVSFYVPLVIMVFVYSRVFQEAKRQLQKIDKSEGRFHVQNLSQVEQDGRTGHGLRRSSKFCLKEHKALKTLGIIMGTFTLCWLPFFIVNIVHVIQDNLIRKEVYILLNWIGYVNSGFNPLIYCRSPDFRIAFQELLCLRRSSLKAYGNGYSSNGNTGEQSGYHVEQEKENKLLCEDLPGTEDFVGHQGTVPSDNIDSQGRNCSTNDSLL
TRPV1 ag – HTS Assay for Compounds that Act as Agonists of the Vanilloid Receptor 1; TRPV1-expressing cells, Fluo-8 calcium influx, agonist mode; AID 540275, 2011; activation, % at 8.33 µM; actives 0.19% (n = 320,000); in the data active = activation above about 80%; inconclusive = between about 30% and that limit; also: 0% is about no effect
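Fluo-8 calcium influx in TRPV1-expressing cells, kinetic read (ex 480/em 520 nm). Compound added and read 3 min for agonist activity, followed by capsaicin at EC20 final and 2 min further read for enhancement.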
p53 reactivator – qHTS assay for re-activators of p53 using a Luc reporter; H1299 p53-A138V BP100-luciferase reporter, luminescence, 24 h; Potency, µM (top dose mostly 92.2 µM), inactives show at the top dose activity change, positive = activation, hits mostly activators; actives 0.063% (n = 320,000); AID 504706, 2011; also: potency is read from the fitted curve at half-maximal effect; % of control where 0% means no effect; nearly all actives have a fitted effect of over 45% in size
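H1299 (p53-null), stable ts p53-A138V + BP100-Luc; 1000 cells/well, Opti-MEM/10% FBS; cpd 4 pt, 1:5; 24 h, 37 deg C, 5% CO2; detection reagent 10 min RT; luminescence.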
ELG1 genotox – qHTS screen for small molecules that induce genotoxicity in human embryonic kidney (HEK293T) cells expressing luciferase-tagged ELG1. HEK293T ELG1-luciferase reporter, luminescence, 16 h. Potency, µM (series often up to 46 µM), for the others: at the top dose activity change, positive = activation, hits mostly activators. actives 1.3% (n = 330,000). AID 504466, 2011; also: potency is read from the fitted curve at half-maximal effect; % of control where 0% means no effect; nearly all actives have a fitted effect of over 60% in size
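Genotoxic stress is detected as increased luminescence from luciferase-tagged ELG1 in HEK293T cells, measured with ONE-Glo after a 16 hr treatment at 37 °C.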
TSG101-PTAP inh – qHTS Assay for Iinhibitors of HIV-1 Budding by Blocking the Interaction of PTAP/TSG101 | Tumor susceptibility gene 101 protein (Homo sapiens), Q99816 | Potency, µM (titrated, usually from 115 µM), without a hit: at the top dose activity change, negative = inhibition, most hits filed as inhibitors | 340,000 tested, under 10 active | Fluorescence polarization, FITC-PTAP peptide / Tsg101 binding; active = well fitted inhibition curve with a large enough effect in the main read-out, with a control signal flat, not every such curve was filed as active; inconclusive = small, poorly fitted or top-dose-only effect, or effect the other way, or a change in a side signal; inactive = no such curve, though single readings can be large or run the other way; also: potency is read from the fitted curve at half-maximal effect; % of control where 0% means no effect
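Compounds were pin-transferred onto Tsg101 binding domain (10 uM final) in HEPES pH 7.5 buffer, then FITC-PTAP peptide was added at 50 nM final. After 20 min at RT, polarization reported peptide displacement across a qHTS concentration series.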
uPA generation – qHTS for Inhibitors of Cell Surface uPA Generation | cell surface uPA generation assay, qHTS | Potency, µM (doses to about 38.3 µM), without a hit: at the highest dose activity change, negative = inhibition, usual class: inhibitors | actives 0.31% (n = 330,000); active = well fitted inhibition curve with a large enough effect; inconclusive = small, poorly fitted or top-dose-only effect; inactive = no such curve, though single readings can be large or run the other way; tested in mouse RAW 264.7 cells; also: potency is read from the fitted curve at half-maximal effect; % is scaled to controls: 0 for no effect and ±100 for the full control effect; nearly all actives have a fitted effect of over 55% in size
* = called active by the depositor; ? = inconclusive; . = not tested or not shown; [ ] = remark or other dose. Unless noted, calls follow the shape of the dose curve; as a rule, active = well fitted curve in the direction sought with a large enough effect; inconclusive = small, poorly fitted or top-dose-only effect, or another doubt; inactive = no such curve, though single readings can be large; an effect the other way counts as inactive or inconclusive. Compounds were not picked by outcome (roughly 2.6% active in at least one column).

SMILES	a7 integrin act	Eya2 phos inh	USP2a inh	S-ASM inh	BRCA1 expr up	B2AR arrestin	TRPV1 ag	p53 reactivator	ELG1 genotox	TSG101-PTAP inh	uPA generation
COc1ccc(CN2C(=NC(=O)CCc3ccccc3)SC3CS(=O)(=O)CC32)cc1 (centres undefined)	17%	7%	1%	0%	9%	0.1%	1	0%	11%	-3%	-13%
COc1ccc(Br)cc1CN1CCN(C(=O)c2cccc(OC)c2OC)CC1	-11%	-2%	1%	-2%	-1%	0.3%	6	-9%	-9%	1%	6%
COCc1nnc(SCC(=O)NC(C)c2ccccc2)n1-c1ccccc1 (centres undefined)	-2%	-27%	1%	0%	-2%	0.0%	1	-1%	-1%	-8%	5%
O=C(C[n+]1ccccc1)N/N=C/c1cc(Br)cc(Br)c1O	0%	14%	2%	-2%	-90%[inhibitor]	0.2%	4	22%	-5%	-12%	-11%
Cc1cnc(C(=O)OCc2nc3ccsc3c(=O)[nH]2)cn1	6%	-2%	3%	4%	12%	0.4%	-1	1%	-1%	-2%	12%
CNC(=O)c1c(NC(=O)c2ccc(S(=O)(=O)N(C)c3ccccc3)cc2)sc2c1CCN(C(C)C)C2	-15%	4%	1%	-13%	-9%	-0.6%	13	6%	-11%	?	-5%
O=C/C(=C\Nc1ccccn1)c1nc2cc(Cl)ccc2o1	-13%	9%	4%	-1%	-48%	-0.6%	3	30%	-2%	-5%	1%
COc1ccc(C)cc1NC(=O)C1CCN(S(=O)(=O)c2ccc3c(c2)C(C)(C)C(=O)N3C)CC1	-1%	-2%	1%	1%	-12%	0.4%	0	.	2%	0%	3%
Cc1ccc(C)c(OCC(=O)NCCNC(=O)COc2cc(C)ccc2C)c1	-19%	-24%	-1%	-1%	4%	-0.6%	5	-12%	-7%	-6%	.
O=C(NCCC1=CCCCC1)c1cc(COc2ccc(F)cc2Cl)on1	30%	-2%	2%	-4%	-1%	0.0%	23	-5%	-4%	-9%	5%
Cc1cc(C)c2c(N)c(C(=O)NCc3ccco3)sc2n1	-7%	0%	5%	280%[activator]	?	0.3%	-1	23%	12%	-7%	-8%
Cc1nnc(SCc2nc3sc4c(c3c(=O)[nH]2)CCCC4)[nH]c1=O	2%	11%	0%	9%	1%	-0.4%	-3	27%	2%	2%	5%
c1ccc(Cn2c(-c3ccccc3)c[n+]3c2SCCC3)cc1	-41%[inhibitor]	6%	-3%	4%	-50%	0.0%	6	6%	-10%	-4%	-14%
O=C(COc1nsnc1N1CCOCC1)N/N=C/c1ccccc1O	-2%	0%	1%	105%[activator]	-92%	-1.8%	4	19%	3%	-3%	-5%
CC1CCCN(CCC(=O)c2ccc(Br)cc2)C1 (centres undefined)	-1%	9%	0%	-1%	-39%	-0.1%	6	-23%	1%	-2%	-12%
COCc1n[nH]c(=S)n1-c1ccccc1	22%	10%	-2%	2%	2%	0.3%	2	9%	1%	-6%	0%
O=C(CN(Cc1ccc(F)cc1)C(=O)CNS(=O)(=O)c1ccc(F)cc1)NCC1CCCO1 (centres undefined)	12%	-9%	3%	-9%	12%	0.1%	-3	-1%	4%	0%	0%
COc1cccc(C(=O)OCCCN(C)C)c1	15%	3%	0%	6%	-21%	-0.8%	1	4%	0%	-3%	-3%
CNC(=O)C1CC(=O)N(CCc2ccc(OC)cc2)C(=Nc2ccc(OC)cc2)S1 (centres undefined)	0%	-15%	2%	-4%	-14%	-0.2%	1	-16%	4%	-10%	-9%
Cc1ccc(NC(=S)NCCN(C2CCCCC2)C2CCCC2)cc1C	-68%[inhibitor]	5%	0%	-1%	-24%	-0.1%	6	4%	-15%	0%	2%
COC(=O)C1(C)CCC(C(=O)Nc2ccccc2)C1(C)C (centres undefined)	17%	.	.	0%	-11%	.	.	.	.	2%	1%
CN(CC(=O)Nc1ccc(Cl)c(C(F)(F)F)c1)C(=O)Cc1n[nH]c(=O)c2ccccc12	-41%	-11%	2%	-14%	-35%	-0.3%	6	-10%	?	-4%	-3%
O=C1C2CC=CCC2C(=O)N1c1ccc(OCC(O)Cn2nnc3ccccc32)cc1 (centres undefined)	-23%	22%	0%	-1%	-52%	-0.2%	3	0%	-11%	-6%	1%
Cc1csc(NC(=O)CN2C(=O)c3ccccc3S2(=O)=O)n1	43%	-9%	2%	-1%	-5%	0.2%	-2	1%	-8%	-2%	-15%
NNC(=O)c1oc2nc(-c3ccc(Cl)cc3)cc(-c3ccccc3)c2c1N	16%	-12%	2%	137%[activator]	-72%	-0.7%	-1	-1%	-8%	-1%	-2%

By substructure: the compounds so far containing an aryl thioether with sulfur outside any ring.
SMILES	a7 integrin act	Eya2 phos inh	USP2a inh	S-ASM inh	BRCA1 expr up	B2AR arrestin	TRPV1 ag	p53 reactivator	ELG1 genotox	TSG101-PTAP inh	uPA generation
COCc1nnc(SCC(=O)NC(C)c2ccccc2)n1-c1ccccc1 (centres undefined)	-2%	-27%	1%	0%	-2%	0.0%	1	-1%	-1%	-8%	5%
Cc1nnc(SCc2nc3sc4c(c3c(=O)[nH]2)CCCC4)[nH]c1=O	2%	11%	0%	9%	1%	-0.4%	-3	27%	2%	2%	5%

(more compounds)
SMILES	a7 integrin act	Eya2 phos inh	USP2a inh	S-ASM inh	BRCA1 expr up	B2AR arrestin	TRPV1 ag	p53 reactivator	ELG1 genotox	TSG101-PTAP inh	uPA generation
Cc1cccc(CCNC(=O)C2CCC(CNS(=O)(=O)c3cccs3)CC2)c1 (centres undefined)	24%	-1%	1%	1%	-24%	-0.8%	5	1%	0%	0%	2%
Cc1noc(C)c1COc1ccc(C(=O)N2CCN(S(=O)(=O)c3ccc(F)cc3)CC2)cc1	-12%	.	.	-3%	-22%	.	.	.	.	-4%	-4%
Nc1ccc(Nc2ccccc2N)cc1	-43%	1%	1%	8%	-2%	-0.7%	-2	7%	7%	-5%	.
COc1ccc(C(=O)NC(=S)Nc2ccc(CN3CCOCC3)cc2)cc1OC	1%	10%	0%	0%	2%	-1.0%	1	-5%	-3%	-9%	15%
O=C(NC(Cc1ccccc1)C(=O)O)/C(=C/c1ccc([N+](=O)[O-])cc1)NC(=O)c1ccccc1Br (centres undefined)	5%	10%	1%	0%	2%	0.1%	-9	4%	0%	2%	1%
N#Cc1c(NC(=O)C2CC(c3c(F)cccc3Cl)=NO2)sc2c1CCC2 (centres undefined)	-10%	-2%	1%	-7%	60%	0.0%	3	?	11%	-2%	0%
Cc1c(C)n2c(SCC(=O)N3CCCCC3)nnc2[nH]c1=O	8%	4%	3%	3%	3%	0.2%	3	2%	-2%	2%	0%
COc1cc2c(c(OC)c1OC)C(=O)CC2	-4%	-8%	4%	1%	-1%	-0.8%	1	-2%	1%	0%	1%
CC(=O)c1cc2c(cc1NC(=O)CSc1nc3ccccc3o1)OCO2	-11%	-22%	-1%	75%[activator]	18%	-0.2%	2	7%	10µM*	-1%	-3%
Cc1nc2nc3c(cn2n1)C(=O)CC(c1ccccc1)C3 (centres undefined)	-11%	1%	2%	4%	-9%	0.0%	-3	-15%	-1%	-5%	4%
COc1ccccc1CC(=O)Nc1ccc(S(=O)(=O)N(C)C2CCN(C)CC2)cc1	-32%	8%	2%	-1%	0%	-0.1%	2	-2%	0%	-1%	-59%
O=C(COC(=O)c1ccc(OC(F)F)cc1)Nc1cccc(S(=O)(=O)NC2=NCCC2)c1	2%	2%	2%	5%	11%	0.0%	-1	4%	-1%	-10%	5%
CC(Oc1cccc2cccnc12)C(=O)N/N=C/c1ccccc1 (centres undefined)	-6%	-2%	-1%	1%	-7%	-0.3%	25	-2%	-1%	0%	4%
CCOc1ccc(OCCC(=O)OC(C)C(=O)Nc2ccc(Cl)cn2)cc1 (centres undefined)	6%	-17%	-6%	4%	-15%	-0.1%	-2	3%	3%	-3%	0%
CCCNc1nc2c(c(=O)n(C)c(=O)n2C)n1Cc1ccc(F)cc1	-26%	-24%	1%	-2%	-33%	0.3%	1	-10%	?	-3%	?
CCOCCn1c(CC)nc2ccccc21	-17%	2%	9%	7%	-3%	-0.1%	-6	0%	2%	-3%	-2%
COc1ccc(C(=O)Cc2cc(OC)c(OC)cc2[N+](=O)[O-])c(OC)c1	17%	0%	1%	-4%	56%	0.3%	0	1%	4%	-5%	0%
